# Assay outcomes: PubChem BioAssay, several laboratories
# sEH act: increases human soluble epoxide hydrolase activity; 0.04% of 91,000 active; activation, % at 2 µM; AID 717; purified human sEH enzymatic activity, activator screen; in the data active = activation above about 37%; also: values of inactives mirror those of a sister screen read the other way
# Mac1 fbg enh: CD11b/CD18-fibrinogen binding enhancement | activation, % at 10 µM | AID 1499 | 0.07% of 93,000 active | K562 CD11b/CD18 adhesion to fibrinogen, ATPlite luminescence | P05107+P11215;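 active = 10 µM primary screen giving 50% or more activity, confirmed by 40% or more on retest at that dose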; also: strong numbers were not always called active; reference of the scale not given here
# CD11b adhes inh: CD11b/CD18-fibrinogen binding inhibition; 0.54% of 93,000 active; P05107+P11215; inhibition, % at 10 µM; K562 CD11b/CD18 adhesion to fibrinogen, ATPlite luminescence; Mn2+ added to activate the integrin;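 active = primary inhibition of 50% or more at 10 µM, then 40% or more on retest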; also: some results filed as inactive read as strong as hits
# sEH inhibitor: inhibitors of human soluble epoxide hydrolase; inhibition, % at 2 µM; recombinant human sEH enzymatic activity assay; 0.34% of 91,000 active; AID 707; in the data active = inhibition above about 80%; also: values of inactives mirror those of a sister screen read the other way; many of its hits are not listed in these tables
# ERa SRC1 pot: ER-alpha (human) coactivator binding potentiation; P03372; TR-FRET ERalpha-LBD/SRC-Cy5 coactivator binding, 2 h; 100 = basal binding, no effect; coactivator binding (% of control), % at 25.6 µM; 1.3% of 86,000 active; in the data active = activity above about 200%;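 also: binding measured in presence of low estradiol as agonist stimulus; 0% = peptide alone without receptor and 100% = receptor with peptide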
# Target sequence (P03372 whole entry, looked up, the tested form may be a part): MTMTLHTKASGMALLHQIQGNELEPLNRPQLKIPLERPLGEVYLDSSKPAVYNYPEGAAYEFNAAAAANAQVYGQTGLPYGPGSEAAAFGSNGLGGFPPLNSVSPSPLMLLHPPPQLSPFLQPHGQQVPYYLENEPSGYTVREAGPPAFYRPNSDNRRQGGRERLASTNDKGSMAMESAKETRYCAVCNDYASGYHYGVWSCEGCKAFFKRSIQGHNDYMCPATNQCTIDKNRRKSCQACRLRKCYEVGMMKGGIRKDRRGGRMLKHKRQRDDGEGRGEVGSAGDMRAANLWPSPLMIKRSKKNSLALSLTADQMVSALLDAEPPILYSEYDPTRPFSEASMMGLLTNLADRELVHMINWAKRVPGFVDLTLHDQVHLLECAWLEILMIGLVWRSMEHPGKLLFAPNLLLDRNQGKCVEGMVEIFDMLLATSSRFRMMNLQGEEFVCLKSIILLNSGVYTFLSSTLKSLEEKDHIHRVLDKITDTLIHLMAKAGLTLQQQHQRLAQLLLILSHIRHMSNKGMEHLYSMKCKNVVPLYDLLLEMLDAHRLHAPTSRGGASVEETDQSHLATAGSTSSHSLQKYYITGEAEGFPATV
# MT1-MMP txn act: activates MT1-MMP transcription; HT1080 MT1-MMP promoter luciferase reporter, luminescence, overnight; hits give high values; activation factor at 10 µM; 0.16% of 86,000 active; AID 750;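 active = activation factor of at least 2 for MT1-MMP transcription at 10 µM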
# Calb biofilm kill: kills Candida albicans biofilms | C. albicans biofilm + clotrimazole, Alamar Blue | 0.14% of 85,000 active | inhibition, % at 6 µM;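 active = inhibition above 20%; inactive = inhibition below 20%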;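 also: preformed 24 hr biofilms exposed to compound for 48 hr; 0% = biofilm without compound and 100% = blank killed by clotrimazole plus chlorhexidine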
# ERb coact inh: blocks coactivator binding to human estrogen receptor beta; TR-FRET ER-beta LBD / SRC1-Cy5 peptide binding; receptor agonist-loaded with 1 µM estradiol; Q92731; 1.3% of 86,000 active; AID 633; inhibition, % at 25.6 µM;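 active = compounds whose percent inhibition of the receptor-coactivator binding signal exceeds about 50% in the single-dose screen, limit read from the data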;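 also: 0% = receptor plus peptide wells without compound and 100% = peptide-only wells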
# Target sequence (Q92731 whole entry, looked up, the tested form may be a part): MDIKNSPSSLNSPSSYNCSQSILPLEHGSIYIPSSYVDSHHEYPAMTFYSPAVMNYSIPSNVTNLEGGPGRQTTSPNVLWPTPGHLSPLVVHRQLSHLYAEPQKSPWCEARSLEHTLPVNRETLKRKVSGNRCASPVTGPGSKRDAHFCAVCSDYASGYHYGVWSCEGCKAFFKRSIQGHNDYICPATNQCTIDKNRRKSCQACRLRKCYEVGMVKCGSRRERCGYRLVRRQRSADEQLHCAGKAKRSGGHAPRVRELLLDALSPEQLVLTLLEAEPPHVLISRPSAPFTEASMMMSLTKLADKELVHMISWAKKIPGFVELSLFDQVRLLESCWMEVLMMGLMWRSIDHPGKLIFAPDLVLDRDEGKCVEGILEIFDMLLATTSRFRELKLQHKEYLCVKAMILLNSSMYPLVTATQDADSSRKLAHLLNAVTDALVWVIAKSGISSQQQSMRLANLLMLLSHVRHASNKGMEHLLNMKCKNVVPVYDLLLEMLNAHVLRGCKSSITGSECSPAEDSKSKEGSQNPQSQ
# Smad3 FoxH1 inh: Smad3 (human) transcription factor binding inhibition; P84022; inhibition, % at 25 µM; AID 630; TR-FRET Smad3/Dy647-FoxH1 peptide binding, europium anti-His; 0.29% of 88,000 active;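 active = compounds that reduce the energy-transfer binding signal between the protein and its labelled peptide by more than half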;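 also: 0% = Smad3 plus labelled peptide maximal FRET and 100% = peptide-only background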
# * hit, by the source's call; . = not tested or not shown; [ ] = remark or other dose. The list is partial. The share of hits here may be higher or lower than overall.
SMILES,sEH act,Mac1 fbg enh,CD11b adhes inh,sEH inhibitor,ERa SRC1 pot,MT1-MMP txn act,Calb biofilm kill,ERb coact inh,Smad3 FoxH1 inh
CCn1c(=O)c2c3c(sc2n2c(=S)[nH]nc12)CCC3,3,-2,-3,0,83,1.1,3,-1,-16
CCOc1ccccc1N(C(=O)Cn1nnnc1-c1ccc(C)o1)C(CC)C(=O)NC(C)(C)C (stereo unspecified),7,.,.,-7,120,1.2,5,-6,1
COC(=O)C1=C(C)OC(N)=C(C#N)C1c1cc(C)sc1C (stereo unspecified),-8,5,-23,10,97,.,8,2,6
O=C(Nc1cc(Cl)c(O)c(Cl)c1)C1CCCO1 (stereo unspecified),-15,0,4,16,104,1.2,-1,26,1
CC(C)c1c(O)nc(SCCN2CCOCC2)[nH]c1=O,-1,-1,-12,1,104,1,5,-2,-8
CN(C)S(=O)(=O)c1ccc2oc(SCC(N)=O)nc2c1,11,-4,-2,-9,.,.,.,.,.
CCOc1ccc(S(=O)(=O)Nc2ccccc2SC)cc1,10,-6,18,-8,107,1.3,3,6,-1
COCc1cc(C)nc(N2CCc3ccccc32)c1C#N,10,1,14,-7,128,1.1,-5,-13,6[fluorescence artefact?]
O=C(Nc1ccccc1)c1nnsc1S(=O)(=O)c1ccc(Cl)cc1,-5,-1,44,3,.,.,.,.,.
O=C1CCCC/C1=C/Nc1ccc(C(=O)O)cc1,2,0,-6,-1,96,1.3,2,-2,16
CNC(=O)C1CC(=O)N(c2ccc(C)cc2)C1 (stereo unspecified),-13,-1,-12,14,120,1.1,4,-6,-2
CCCC(=O)NC(=S)Nc1cccc(NC(=O)c2ccc(Cl)cc2Cl)c1,5,-6,10,-4,.,.,.,.,.
CCc1ccc(NC2=NCC(=O)N2Cc2ccc3c(c2)OCO3)cc1,.,2,2,.,104,1.2,-1,-4,-8
CCCn1c(=O)c(C(=O)Nc2ccccc2)c(O)c2ccccc21,5,.,.,0,97,1.4,5,0[fluorescence artefact?],2
CNc1nc2[nH]c(=O)c3c(c2s1)OC(N)=C(C#N)C3c1cccc(F)c1 (stereo unspecified),3,0,-4,-3,.,.,.,.,.
CCC(=O)NCCc1cc2cc(C)c(C)cc2[nH]c1=O,-4,1,-16,5,105,1.2,-1,-1,2
O=C(CCN1C(=O)c2ccccc2C1=O)Nc1ccccc1C(=O)N1CCOCC1,11,-5,-7,-13,113,.,4,6[fluorescence artefact?],-1
COc1ccc2cc(-c3csc(-c4cccnc4)n3)ccc2c1,2,-6,29,-4,.,.,.,.,.
Cc1cc(-c2ccccc2)nc(N2CCN(c3ccccn3)CC2)n1,.,-3,-9,.,109,1.1,4,6[fluorescence artefact?],-2[fluorescence artefact?]
Cc1ccc2cc3cc(C(=O)NCc4ccco4)oc3nc2c1,-1,.,.,-2,140[fluorescence artefact?],1.2,4,37,7
O=C(Cc1cn2ccsc2n1)Nc1cccc2cnccc12,2,-2,-4,-2,119,1.2,5,7,-3
O=C(c1ccccc1)c1cc(-c2ccccc2)on1,-1,-4,-3,4,104,1.6,6,-5[fluorescence artefact?],4
CCOc1nc(Nc2ccc(OC)c(Cl)c2)nc(N2CCN(c3ccc(OC)cc3)CC2)n1,14,-2,9,-16,109,1.1,6,-16,-20
CCOC(=O)CCCNC(=O)CN1C(=O)NC2(CCCCCC2)C1=O,6,1,-13,-9,104,1.1,-2,6,11
CNc1nc(OCC(F)(F)F)nc(N2CCN(C34CC5CC(CC(C5)C3)C4)CC2)n1,16,.,.,-13,126,1.2,0,-10,1

# Later entries:
SMILES,sEH act,Mac1 fbg enh,CD11b adhes inh,sEH inhibitor,ERa SRC1 pot,MT1-MMP txn act,Calb biofilm kill,ERb coact inh,Smad3 FoxH1 inh
COc1ccc(NC(=O)C2CCCCN2N)cc1OCC(C)C (stereo unspecified),-7,-2,2,8,111,1,1,-8,6
CC(C)N(C(=O)CSc1nnc(NC(=O)C2CCC2)s1)C(C)C,7,-5,-4,-9,113,1.1,-3,-2[fluorescence artefact?],3
CCOC(=O)c1c(C)c(C(=O)NC(C)COC)c(C)n1CC (stereo unspecified),.,11,-14,.,118,1.2,5,-6,-1
Cc1ccnc(NC(=O)c2cc(-n3cnnc3)ccc2Cl)c1,-10,.,.,12,107,1.2,6,8,8
c1ccc(-n2ncc3c(N4CCN(c5ccccn5)CC4)nc(N4CCCCC4)nc32)cc1,.,2,-19,.,114,1,10,6,6
CCn1ncc(/C=C/C(=O)Nc2c(C)nn(Cc3ccc(Cl)cc3Cl)c2C)c1C,-6,-6,21,8,.,.,.,.,.
CCCCOC(=O)C1C2C=C[C@]3(CN(CCCOC)C(=O)[C@H]13)O2 (stereo partly specified),18,1,0,-20,106,1.2,-1,-8[fluorescence artefact?],2
COc1cccc(C2c3c(oc4ccccc4c3=O)C(=O)N2c2ccccn2)c1 (stereo unspecified),2,-1,-4,2,151,1.1,7,1[fluorescence artefact?],5[fluorescence artefact?]
Cc1ccc(CC2S/C(=N/c3ccccn3)NC2=O)cc1 (stereo unspecified),-9,1,-4,11,.,.,.,.,.
Cc1ccc(Cn2ccc(=O)c(Cc3c(Cl)cccc3Cl)c2C)cc1,-90,3,-2,90*,.,.,.,.,.
CCn1cc(C2=NC(C)(C)CO2)c2ccccc21,8,1,-26,-9,101,1.1,5,-14,-4
O=C(CCC1COc2ccccc2O1)Nc1ccccn1 (stereo unspecified),-14,-1,-36,15,111,1.1,-6,-9,1
CC1CCCCN1CCCn1c(=S)[nH]c2ccccc2c1=O (stereo unspecified),8,-1,3,-10,106,1.2,5,-3,-2
Cc1ccnc(N2CCC(C(=O)Nc3ccc4c(c3)OCO4)CC2)n1,.,1,-7,.,118,0.6,4,-2,-2
COc1ccc(N2CCN(C(=O)CCc3nc(-c4ccc(C)cc4)no3)CC2)cc1,2,-2,-25,-6,106,1.1,1,-14,8
CCn1c(SCC(=O)Nc2ccc3c(c2)OCO3)nnc1-c1cnccn1,10,.,.,-8,108[fluorescence artefact?],1,-3,1[fluorescence artefact?],3
COc1ccc(C(=O)Cc2ccc(OC)c(OC)c2)cc1,-4,0,9,4,116,.,-4,1,8
COc1ccc(-n2nc(C(=O)NCC(=O)NCC3CCCO3)c3ccccc3c2=O)c(OC)c1 (stereo unspecified),-14,-2,13,14,100,1,10,-2,-4
OC1C[N+]2(CCCCC2)C1,10,.,.,-14,107,1,5,-3,-5
CCCCN(C(=O)CNC(=O)c1ccco1)C(C(=O)NC1CCCC1)c1ccc(OC)cc1 (stereo unspecified),-5,-5,-3,3,102,1.2,4,-6,13[fluorescence artefact?]
Cc1cc2nc(NC3=NCN(Cc4ccc5c(c4)OCO5)CN3)nc(C)c2cc1C,.,1,-2,.,103,0.7,8,4[fluorescence artefact?],8
O=C(N/N=C/c1cccc([N+](=O)[O-])c1)c1ccc2c(c1)OCCO2,-39,1,3,40,.,.,.,.,.
N#CC(C#N)=c1ccc2c(c1)NC1(CCCCC1)N=2,13,-2,5,-10,100[fluorescence artefact?],0.9,-1,-7[fluorescence artefact?],-10[fluorescence artefact?]
Cc1cc(-c2cccnc2)c(C#N)c(SCC#N)n1,6,-2,3,-3,107,1.1,3,-11,6
COc1ccccc1-n1c(SCC(N)=O)nnc1-c1ccccc1,-2,4,-24,4,.,1.1,.,.,.

# Structural class, those above with two or more sulfur atoms.
SMILES,sEH act,Mac1 fbg enh,CD11b adhes inh,sEH inhibitor,ERa SRC1 pot,MT1-MMP txn act,Calb biofilm kill,ERb coact inh,Smad3 FoxH1 inh
CCn1c(=O)c2c3c(sc2n2c(=S)[nH]nc12)CCC3,3,-2,-3,0,83,1.1,3,-1,-16
CN(C)S(=O)(=O)c1ccc2oc(SCC(N)=O)nc2c1,11,-4,-2,-9,.,.,.,.,.
CCOc1ccc(S(=O)(=O)Nc2ccccc2SC)cc1,10,-6,18,-8,107,1.3,3,6,-1
O=C(Nc1ccccc1)c1nnsc1S(=O)(=O)c1ccc(Cl)cc1,-5,-1,44,3,.,.,.,.,.
CC(C)N(C(=O)CSc1nnc(NC(=O)C2CCC2)s1)C(C)C,7,-5,-4,-9,113,1.1,-3,-2[fluorescence artefact?],3

# Next part.
SMILES,sEH act,Mac1 fbg enh,CD11b adhes inh,sEH inhibitor,ERa SRC1 pot,MT1-MMP txn act,Calb biofilm kill,ERb coact inh,Smad3 FoxH1 inh
Cc1nc(Oc2ccc(Cl)cc2)c2oc3ccccc3c2n1,22,.,.,-23,126[fluorescence artefact?],1.1,-4,-7,-1
Cn1nnnc1SCc1c(F)cccc1F,-1,0,-17,4,113,1.2,8,3,-6
COc1ccc(C(=O)NCCC2=CCCCC2)cc1OC,-8,-2,37,6,102,1.7,3,-12,17
O=C(c1ccc2c(c1)N(Cc1ccccc1)C(=O)CS2)N1CCOCC1,-3,2,-4,4,106,1.1,2,0[fluorescence artefact?],1
CCCOc1ccc(C(=O)CCN2CCCCC2)cc1,-10,2,24,10,114,1,9,-32[fluorescence artefact?],3
CCNC(=O)CC1C(=O)N(c2cccc(OC)c2)C(=O)N1CCOC (stereo unspecified),8,4,-52,-2,116,0.9,5,-23,7
Cc1cc(=O)n2nc(N3CCCC3C(=O)NCCCN3CC(C)CC(C)C3)sc2n1 (stereo unspecified),.,-4,-21,.,139,1.2,.,-5[fluorescence artefact?],11
CCOC(=O)N1CCC(NC(=O)C2CCCN2C(=O)OCc2ccccc2)CC1 (stereo unspecified),2,2,-10,3,111[fluorescence artefact?],1.3,7,11,-21
COC(=O)c1ccc(NC(=O)CCn2cccc2)cc1,-1,-4,-1,5,109,1.1,5,-4[fluorescence artefact?],7[fluorescence artefact?]
COC(=O)c1c(C)nc2ccccc2c1-c1ccccc1,-1,-2,3,0,.,.,.,.,.
CCCCN1CNC(=S)N(c2cc(C)ccc2C)C1,18,-5,7,-16,118,1,7,-6[fluorescence artefact?],-4
Cc1cccc(Nc2ncccc2C(=O)O)c1C,14,2,-2,-15,119,1.2,7,-7,-1
CN1CCN(S(=O)(=O)c2cccc(C(=O)NC3CCCc4ccccc43)c2)CC1 (stereo unspecified),.,0,-7,.,106,1.2,9,3,5
O=C1Nc2ccccc2C12NCCc1c2[nH]c2ccccc12 (stereo unspecified),-3,1,-9,2,103,1.2,2,-5,0
Cc1cccc(-c2c3c(=O)n(C)c(=O)n(C)c3c3cccnn23)c1,9,0,-20,-9,114[fluorescence artefact?],1.3,10,-13[fluorescence artefact?],10
Cc1cc(N2CCN(C3CCCCC3)CC2)nc2cccc(O)c12,.,.,.,.,77[fluorescence artefact?],1.2,9,2,4
O=S(=O)(c1cccc2nsnc12)N1CCc2ccccc21,.,.,.,.,104,1,0,9,-9
O=C(CCSc1ccccc1)N1CCOCC1,5,0,22,-7,109,1.4,8,2,6
c1ccc(-c2cc3c(N4CCOCC4)ncnc3s2)cc1,.,-3,7,.,98,1.2,-9,-7,-8
CN=C(Nc1cc(C)nn1-c1ccccc1)c1ccccc1,2,-3,-14,-1,85,1.1,6,6,5
Cc1ccccc1NC(=O)c1sc2nc3c(c(-c4ccco4)c2c1N)CCCC3,16,-6,1,-14,155[fluorescence artefact?],1.2,-4,10[fluorescence artefact?],23[fluorescence artefact?]
CCc1nc(SCc2ccc(C(=O)OC)o2)c2c(=O)n(C)c(=O)n(C)c2n1,.,.,.,.,103,1.2,2,-1[fluorescence artefact?],1
O=C(NCC1CCCO1)c1ccc(NC(=O)C2C3C=CC(C3)C2C(=O)O)cc1 (stereo unspecified),11,-2,0,-9,96,1,4,-8,7
C=CCn1c(=O)c2ccccc2n2c(SCC(=O)Nc3cc(C)on3)nnc12,1,-4,-21,2,91,1,2,-1[fluorescence artefact?],-3
Clc1cccc(Cl)c1CNC1CCCC1,-15,-2,7,14,.,.,.,.,.
O=C(CCCCCNc1nc(=S)[nH]c2ccccc12)N1CCN(c2ccccn2)CC1,-6,-1,-10,4,101,0.9,7,-5,-11
CCCC1S/C(=N/N=C/c2cccs2)NC1=O (stereo unspecified),-4,-2,4,5,.,.,.,.,.
